# Compound activity from PubChem BioAssay.
# XiGFP reactiv: activators of inactive X chromosome reactivation, primary screen, imaging, XiGFP fibroblasts, GFP high-content imaging, set 2; 360,000 compounds, 0.055% hits; XiGFP mouse fibroblasts, % GFP-positive cells imaging, 3 d; cells co-treated with 5-aza-dC sensitizer; scaled so ellipticine positive control = 100%; AID 743238, 2013; activation, % at 7.58 µM;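 active = mean normalized replicate activation at least 10% and every replicate at or above 10%; inconclusive = only one of the two criteria met; inactive = mean below 10% and not all replicates reach 10%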;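 also: 0% = median of on-plate neutral control wells and 100% = ellipticine 6 µM median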
#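 Assay system – SV40-immortalized XiGFP fibroblast cells, line 68-5-11 · Buffer or medium – DMEM supplemented with 5-aza-dC as sensitizing agent · Dosing – one concentration, pinned · Benchmarks – positive control ellipticine, 6 µM final · Times – 3 days compound exposure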
# C2C12 statin: suppressors of statin myotoxicity in C2C12 myotubes, primary screen, cell-based, single point, plate reader. C2C12 myotubes + simvastatin, ATP luminescence, 48 h; scaled: DMSO 0, geranylgeraniol control 100. 330,000 compounds, 0.78% hits. rescue of ATP level, % at 7.49 µM;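 active = mean ATP rescue above about 67%, or every replicate alone reaching that limit, limit read from the data, passing the limit was not always enough; inconclusive = no clear call, values can overlap the other calls; inactive = mean under the limit and some replicate under it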;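 also: myotubes were challenged with 10 µM simvastatin during compound exposure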
# S100A4 inh HTS: inhibitors of S100A4-myosin IIA peptide binding, primary screen, biochemical, fluorescence polarization, TAMRA-MyoIIA peptide | inhibition, % at 10.7 µM | Protein S100-A4 (Homo sapiens), P26447 | 360,000 compounds, 0.14% hits | AID 652163, 2013;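 active = mean inhibition of at least 70% across replicates, with every replicate also reaching that level; inconclusive = mean inhibition reaches 70% but some replicates fall short; inactive = mean inhibition below 70%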
# Target sequence (P26447 whole entry, looked up): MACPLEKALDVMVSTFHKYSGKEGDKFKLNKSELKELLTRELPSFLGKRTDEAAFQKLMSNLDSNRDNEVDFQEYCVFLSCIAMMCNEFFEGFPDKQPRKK
#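 assay system = human S100A4 monomer with TAMRA-labelled myosin IIA peptide | also added = labelled myosin peptide probe, 5 nM | incubation = 5 min between mix addition and reading | control set = DMSO and TFP controls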
# SIRT5 inh: SIRT5 desuccinylase inhibitors, primary screen, biochemical, fluorescence imaging, single point, set 5 | NAD-dependent protein deacylase sirtuin-5, mitochondrial (Homo sapiens), Q9NXA8 | Purified SirT5, succinyl-peptide AMC, trypsin-coupled fluorescence | inhibition, % at 15 µM | 330,000 compounds, 1.1% hits | AID 652115, 2013; in the data active = inhibition above about 15%; inconclusive = no clear call, values can overlap the other calls
# ERAP1 inh: human ERAP1 aminopeptidase inhibitors, primary screen, biochemical, single point, plate reader; Endoplasmic reticulum aminopeptidase 1 (Homo sapiens), Q9NZ08; 340,000 compounds, 0.15% hits; inhibition, % at 10.7 µM; recombinant ERAP1, Leu-AMC fluorescence, 60 min;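 active = mean replicate inhibition of at least 30%, or all replicates individually reaching that 30% level; inactive = mean below 30% and not every replicate reaching it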;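 also: 0% = neutral control wells and 100% = L-leucinethiol positive control wells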
# Target sequence (Q9NZ08 whole entry, looked up): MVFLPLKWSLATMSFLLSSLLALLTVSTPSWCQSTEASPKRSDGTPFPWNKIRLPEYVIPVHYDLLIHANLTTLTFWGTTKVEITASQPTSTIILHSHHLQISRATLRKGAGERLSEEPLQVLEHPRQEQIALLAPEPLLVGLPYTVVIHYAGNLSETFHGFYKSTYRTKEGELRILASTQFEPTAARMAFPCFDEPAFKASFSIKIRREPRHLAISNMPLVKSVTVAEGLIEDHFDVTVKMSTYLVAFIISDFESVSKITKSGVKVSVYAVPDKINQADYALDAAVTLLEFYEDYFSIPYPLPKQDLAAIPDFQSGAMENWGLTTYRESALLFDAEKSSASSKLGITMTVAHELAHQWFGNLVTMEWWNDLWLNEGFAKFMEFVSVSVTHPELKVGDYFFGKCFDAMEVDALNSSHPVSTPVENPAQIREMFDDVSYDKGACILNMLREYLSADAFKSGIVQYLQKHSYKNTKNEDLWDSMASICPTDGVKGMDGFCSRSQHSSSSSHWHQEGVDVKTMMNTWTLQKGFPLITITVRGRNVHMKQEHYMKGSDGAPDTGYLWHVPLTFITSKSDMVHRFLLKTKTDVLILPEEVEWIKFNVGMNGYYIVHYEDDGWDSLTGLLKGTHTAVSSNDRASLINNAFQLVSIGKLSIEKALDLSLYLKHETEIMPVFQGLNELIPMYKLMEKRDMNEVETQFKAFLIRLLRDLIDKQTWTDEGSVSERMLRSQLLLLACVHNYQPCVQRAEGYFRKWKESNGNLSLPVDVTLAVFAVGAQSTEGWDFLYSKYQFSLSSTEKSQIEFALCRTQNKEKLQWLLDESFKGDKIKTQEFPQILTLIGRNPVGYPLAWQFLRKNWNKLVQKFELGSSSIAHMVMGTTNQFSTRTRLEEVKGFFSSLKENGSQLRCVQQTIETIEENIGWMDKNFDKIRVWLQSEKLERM
# PGC1a acetyl inh: inhibitors of PGC1a acetylation signal, primary screen, cell-based, U2OS, AlphaScreen, inhibitor mode; AlphaScreen anti-acetyl-lysine; with virally co-expressed GCN5 acetyltransferase; inhibition, % at 15.6 µM; 350,000 compounds, 0.17% hits; AID 651687, 2012;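 active = every replicate shows inhibition of at least 40%; inconclusive = mean inhibition at least 40% but some replicate below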;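 also: 0% = neutral control wells and 100% = positive control wells; some results beyond the cut were filed as inactive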
# LGR2 inh: inhibitors of bursicon-induced LGR2 CRE-luciferase signal, primary screen, cell-based, HEK293, CRE-luciferase reporter, bursicon stimulation. Drosophila bursicon receptor LGR2 (rickets). 380,000 compounds, 0.35% hits. bursicon-stimulated, 4 h. AID 720647, 2013. inhibition, % at 9.99 µM;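 active = drop in luminescence signal, shown as inhibition above about 50% in the replicate tests, limit read from the data, passing the limit was not always enough; inconclusive = probably only some replicates passing the limit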;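 also: agonist challenge used bursicon conditioned medium at about half maximal strength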
# Cneo AK release: Cryptococcus neoformans cell lysis inducers, primary screen, AK release luminescence, single concentration. C. neoformans lysis, adenylate kinase release luminescence, 4 h; normalised: neutral wells 0, clomiphene wells 100. lysis activity, % at 15 µM. 360,000 compounds, 0.2% hits. AID 651654, 2012;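 active = mean lysis activity across replicates of at least 80%, whatever share of replicates individually reach that level; inactive = mean lysis activity below 80%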
#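 Material: C. neoformans cells; Schedule: 4 h static compound exposure, 37 °C, read 1 h post-reagent; Measured by: adenylate kinase release luminescence; Read-out: signal increase indicating cell lysis; Controls: Clomiphene as positive lysis control.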
# An asterisk follows results filed as active; ? = inconclusive; / = no result given; & = joins results of further samples. This is a subset (hit frequency here may not be typical).
# The line under a structure holds: ERAP1 inh	C2C12 statin	SIRT5 inh	S100A4 inh HTS	LGR2 inh	XiGFP reactiv	Cneo AK release	PGC1a acetyl inh
CC(=O)N1CCC(C(=O)Nc2ccc(S(=O)(=O)N3CCCC(C)C3)cc2)CC1 (centres undefined)
    3	-17	-2	-2	-18	0.0	4	/
O=C(Nc1ccccc1F)N1CCCCN2[C@H](CO)[C@H](c3ccc(-c4cccnc4)cc3)[C@@H]2C1
    0	/	-1	-1	-1	0.2	-2	5
O=C(Nc1cc(=O)[nH]c2ncnn12)c1ccccc1F
    -4	1	-3	0	0	0.0	1	-3
Cc1cc(C)n(/N=C/c2ccc(C(C)C)cc2)c(=O)c1C#N
    4	/	-2	-4	/	0.0	/	/
COc1cc(CNC(=O)c2nc(Cn3nc(C)c(Br)c3C)no2)cc(OC)c1
    -6	21	-2	-1	-13	0.3	-12	-15
CCNc1nc2c(c(=O)n(C)c(=O)n2C)n1Cc1ccc(Cl)cc1
    0	-10	-3	-3	0	0.4	-2	26
O=C(NN=C1CCCC1)c1ccccc1O
    1	-1	-1	7	5	0.1	1	/
Cc1cc(N2CCN(CC(C)(C)O)C[C@H]2C)ccc1N1CCN(CC(C)(C)O)[C@H](C)C1
    4	/	-1	14	0	0.5	/	/
CCN1C(=NCCOC)N[C@@H](CCc2ccccc2)[C@H](C(=O)OC)[C@H]1C
    0	18	/	2	-5	0.0	14	9
Cc1cc(C)cc(NC(=O)CSc2nc3c(c(=O)n2C)SC(C)C3)c1 (centres undefined)
    4	15	-2	-4	4	0.0	-1	-27
CC1(C(=O)Nc2ccccc2)Cc2c(-c3cccc(C(N)=O)c3)ccnc2O1 (centres undefined)
    -1	-4	2	-2	-19	0.3	2	14
COc1ccc(S(=O)(=O)N2CCOCC2)cc1NC(=O)CN1CCCCCC1
    -5	/	-1	2	7	-0.1	-2	6
COc1ccc(C2CC(c3cccc(C)c3)n3nc(N)nc3N2)cc1 (centres undefined)
    0	2	-4	-3	1	0.2	1	9
O=C(C1CC1)N1CCCCN2[C@@H](CO)[C@H](c3ccc(-c4cccc(F)c4)cc3)[C@@H]2C1
    -2	/	2	2	4	0.0	-1	-10
CCC(=O)N1C[C@@H](C)[C@H](OC)CN(C)C(=O)c2ccc(NC(=O)Nc3ccccc3)cc2OC[C@@H]1C
    0	-9	2	6	6	0.1	1	-11
Cc1cc(C)nc(/N=C(\N)Nc2ccc(CC(=O)OC(C)C)cc2)n1
    -1	-7	1	-4	-2	-0.1	0	5
COc1ccc(NC(=O)N(C)C[C@@H]2Oc3ccc(NC(=O)Cc4ccccc4)cc3CC(=O)N([C@@H](C)CO)C[C@H]2C)cc1
    /	-29	/	/	-7	0.1	/	7
C[C@H](CO)N1C[C@H](C)[C@H](CN(C)C(=O)Nc2ccc3c(c2)OCO3)Oc2ncc(C#Cc3ccccc3)cc2C1=O
    1	44	7	15	4	3.4	6	3
Cc1ccc2c(c1)[C@H]1OCC[C@H]1[C@@H](c1ccncc1)N2
    3	0	-1	3	-26	0.2	0	5
COc1ccc(NC(=O)Nc2ccc([N+](=O)[O-])cc2)cn1
    -4	-19	0	3	-14	0.2	-8	8

# A stretch taken from the entries so far, as a working copy:
# The line under a structure holds: ERAP1 inh	C2C12 statin	SIRT5 inh	S100A4 inh HTS	LGR2 inh	XiGFP reactiv	Cneo AK release	PGC1a acetyl inh
COc1ccc(NC(=O)N(C)C[C@@H]2Oc3ccc(NC(=O)Cc4ccccc4)cc3CC(=O)N([C@@H](C)CO)C[C@H]2C)cc1
    /	-29	/	/	-7	0.1	/	7
C[C@H](CO)N1C[C@H](C)[C@H](CN(C)C(=O)Nc2ccc3c(c2)OCO3)Oc2ncc(C#Cc3ccccc3)cc2C1=O
    1	44	7	15	4	3.4	6	3

# New compounds follow:
# The line under a structure holds: ERAP1 inh	C2C12 statin	SIRT5 inh	S100A4 inh HTS	LGR2 inh	XiGFP reactiv	Cneo AK release	PGC1a acetyl inh
CN(C)C(=O)C[C@@H]1CC[C@@H]2[C@@H](COc3ccc(NC(=O)C4CCCCC4)cc3C(=O)N2C)O1
    -1	-4	1	-9	1	0.0	1	3
N=c1oc2ccc3ccccc3c2cc1-c1nc(-c2ccccc2)cs1
    2	-5	-2	10	2	0.1	-3	/
COc1ccc(C(=O)OCn2nnc3ccccc3c2=O)cc1
    -3	/	0	4	-37	-0.1	/	/
CCN(CC)C(=O)c1ccc(O)c(OC)c1
    1	5	-1	-3	-4	-0.1	1	?
CCCNC(=O)C[C@@H]1CC[C@@H]2[C@H](COC[C@H](O)CN2C(=O)c2ccccn2)O1
    3	0	-2	-3	-17	0.2	-2	-1
Cc1csc(NC(=O)c2ccc3c(c2)OCO3)n1
    2	-17	-1	3	-32	0.0	-3	/
CC1=CC(C)(C)N(C(=O)CCl)c2cc(C)ccc21
    2	-6	5	4	-1	0.0	-2	-5
CCCC(C)NC(=O)Cn1c(=O)c2c(ncn2CCC(C)C)n(Cc2ccccc2)c1=O (centres undefined)
    0	4	-2	1	13	0.0	5	/
COc1ccc(CNC(=O)C[C@H]2C[C@@H]3c4cc(NC(=O)CN(C)C)ccc4O[C@@H]3[C@H](CO)O2)cc1
    1	-2	3	-22	5	0.3	1	-3
Cc1noc(C)c1S(=O)(=O)Nc1ccc2c(c1)C(=O)N([C@H](C)CO)C[C@@H](C)[C@@H](CN(C)CC1CCCCC1)OCCCC[C@H](C)O2
    3	-82	6	9	10	-1.0	-2	/
O=C(N/N=C/c1ccccc1)c1[nH]ncc1Br
    -7	0	-2	0	-6	0.0	/	-6
Cn1c(CN(O)S(=O)(=O)c2ccc(Cl)cc2)nnc1C(F)(F)F
    0	2	6	-5	-10	-0.1	-3	5
COc1cccc(N2CCN(c3ccc(S(=O)(=O)N4CCN(C)CC4)cc3[N+](=O)[O-])CC2)c1
    5	-5	1	-1	0	0.1	/	4
COc1ccc2c(CCNC(=O)c3ccc([N+](=O)[O-])cc3)c[nH]c2c1
    1	/	3	3	-22	-0.1	-2	/
O=C(O)COCC(=O)Nc1cc(C(F)(F)F)cc(C(F)(F)F)c1
    2	/	-5	-6	/	0.0	/	/
C[C@H]1CN([C@@H](C)CO)C(=O)c2cc(NC(=O)Nc3ccccc3)ccc2O[C@H]1CN(C)C(=O)Nc1ccc(C(F)(F)F)cc1
    3	-26	8	-2	-4	0.1	-1	1
C=CCN1C(=O)C2(OCCCO2)c2cccc(Cl)c21
    -2	14	-2	4	-2	-0.1	1	/
O=C(Nc1cccc(NC(=O)c2ncn[nH]2)c1)c1cccc(Cl)c1
    -2	-4	0	0	-15	0.1	1	-8
CN(C(=O)CSc1nnc(-c2ccccc2)o1)c1c(N)n(Cc2ccccc2)c(=O)[nH]c1=O
    1	/	1	0	2	0.2	/	/
CCOC(=O)c1sc(NC(=O)CCN2C(=O)C3CCCCC3C2=O)cc1C (centres undefined)
    -3	4	0	-3	3	0.0	2	/
COC(=O)CNC(=O)c1cccc(F)c1
    /	-16	/	/	7	/	-5	23
COc1cccc(-c2nc(CS(=O)(=O)CC(=O)NC3CCCC3)c(C)o2)c1
    1	2	1	1	-7	0.1	6	2
C[C@H]1CCCCO[C@@H](CN(C)Cc2ccc3c(c2)OCO3)[C@@H](C)CN([C@@H](C)CO)C(=O)c2cc(NC(=O)c3ccncc3)ccc2O1
    3	/	-2	8	-4	0.0	4	-9
O=C(CSCC(=O)N1CCOCC1)Nc1nc(-c2ccc3c(c2)OCO3)cs1
    6	13	-5	0	-12	0.0	-1	-3
COc1cc(-c2ccc3c(=O)c4ccccc4n(C)c3c2)cc(OC)c1OC
    3	-3	/	-4	31	0.0	-3	0
CS(=O)(=O)c1ccccc1C(=O)Nc1ccc(-c2nc3ccccc3o2)cc1
    3	2	-3	1	-64	0.1	2	/
CC(C)CNC(=O)C(=O)NNC(=O)C1CCCCC1
    1	15	1	-19	3	/	-3	3
Cc1ccccc1C(=O)Nc1cc(NC(=O)c2ccccc2C)cc(C(=O)O)c1
    2	-12	0	-1	10	0.0	0	-1
Cc1c(CCOC(=O)C2C3CC4CC(C3)CC2C4)sc[n+]1CC(=O)c1ccc(Br)cc1 (centres undefined)
    1	-1&6	-3	-8	11	0.1	0&8	-16&-2
CCC(=O)N(CC)Cc1cc(=O)[nH]c2ccccc12
    /	3	/	/	5	2.2	1	13
CS(=O)(=O)N1CCN(S(=O)(=O)c2ccccc2[N+](=O)[O-])CC1
    -1	/	8	5	13	0.0	/	2
CCN(CC)S(=O)(=O)c1ccc2oc(SCC(=O)NC3CC3)nc2c1
    -1	-5	0	0	4	0.0	6	5
CN1C(=O)Cc2cc(S(=O)(=O)NCCc3ccc(Cl)cc3)ccc21
    -2	6	0	2	-21	0.4	-19	-4
Cc1ccc(S(=O)(=O)N(C)C[C@H]2Oc3ccc(NS(=O)(=O)c4ccccc4)cc3CC(=O)N([C@@H](C)CO)C[C@@H]2C)cc1
    0	1	/	-3	29	-1.2	-2	-2
C[C@@H]1CN([C@H](C)CO)C(=O)c2cccc(NC(=O)C3CCCCC3)c2O[C@@H]1CN(C)Cc1ccc2c(c1)OCO2
    0	7	0	-21	-21	-0.5	1	3
C[C@H]1CN[C@@H](CCO)/C1=C\c1ccccc1
    1	2	4	-4	-1	-0.1	4	-5
Cc1cccc(-n2nc([N+](=O)[O-])c(=NC3CCN(Cc4ccccc4)CC3)n2O)c1
    -10	4	-2	-2	5	1.1	/	17
Cc1ccc(C)c(OCCC(=O)Nc2cccc(S(=O)(=O)NC3=NCCCCC3)c2)c1
    1	-20	-4	-7	-6	0.5	-1	/
O=C(c1ccncc1)N1CC2(C1)[C@@H](c1ccccc1)[C@@H](CO)N2Cc1ccccn1
    2	/	2	9	-17	0.0	/	3
NC12CC3CC(C1)CC(O)(C3)C2
    /	22	/	-4	/	/	-2	13
COc1ccc(CCN2CC(C(=O)N3CCN(C(C)=O)CC3)CCC2=O)cc1 (centres undefined)
    -4	-1	-2	0	8	0.0	0	2
COc1ccc(CCNC(=O)CN(c2ccccc2OC)S(=O)(=O)c2ccc(C)cc2)cc1
    -5	-7	-3	-5	12	0.0	4	-4
CC(=O)Nc1ccc(NC(=O)C(C)n2c3ccccc3c3nc(=O)cc(C)n32)cc1 (centres undefined)
    4	/	-2	-3	-3	0.2	/	/
O=C(O)Cc1ccc(NS(=O)(=O)c2ccccc2Br)cc1
    -2	-5	/	-2	7	0.0	/	/
